Screening results from PubChem.
Pf Dd2 growth: blocks in vitro growth of P. falciparum Dd2 | P. falciparum Dd2 growth, SYBR Green, 72 h | Potency, µM (top dose mostly 28.9 µM), for inactives: at the highest dose activity, negative = inhibition, actives largely listed as inhibitors | 120,000 compounds, 4.3% hits; active = well fitted inhibition curve with a large enough effect; inconclusive = small, poorly fitted or top-dose-only effect; inactive = no such curve, though single readings can be large or run the other way;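 note: plate controls were DMSO vehicle for no effect and reference drug for full effect; nearly all actives have a fitted effect of over 65% in size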
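Readout: SYBR Green fluorescence, 485 nm excitation, 535 nm emission, after ~16 h lysis at 37C. Before that, Dd2-infected red cells (2.5% hematocrit) grew 72 h with compound, 29 uM top final concentration.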
* = called active by the depositor; i = inactive; ? = inconclusive; [ ] = another dose, or the depositor's remark. Potency is the fitted concentration of half-maximal effect. Only part of the results is shown; the hit share may differ from the screen's.

SMILES	Pf Dd2 growth
Cc1ccc(N2CC(C(=O)Nc3ccc(N(C)C)cc3)CC2=O)cc1Cl (stereo not drawn)	26%
CCn1ccc2sc(C)c(C(=O)NCc3ccccc3C)c2c1=O	?
CCN(CC)C(=O)C[C@@H]1c2nc(NC(=O)c3ccc(F)cc3)sc2C[C@@H]2[C@](C)(CO)[C@H](O)CC[C@]21C	-12%
CC(C(=O)NCC1CCN(Cc2ccccc2F)CC1)C1CCOCC1 (stereo not drawn)	-7%
COCCC1(NC(=O)C2CC2)CCN(C(=O)C2(c3ccccc3)CC2)CC1	-22%
COC(=O)c1cccc(NC(=O)c2cnc(-c3ccc(F)cc3)nc2-c2ccncc2)c1	-28%
Cc1nc2ccc(C(=O)N3CCC(Cn4cc(CO)nn4)CC3)cc2nc1C	-15%
CCCc1oc2ccc(NS(=O)(=O)c3ccc(OC)cc3)cc2c1C(=O)OCC	-6%
CC(=O)c1cc(-c2ccccc2)n(CC(=O)NC2CCCCCC2)c1C	i
COc1ccccc1CCC(=O)N1C[C@@H](CO)[C@H](c2ccncc2)C1	-24%
COC(=O)c1c(NC(=O)c2ccccc2)c2cc(NC(C)C)cnc2n1CC1CCCO1 (stereo not drawn)	4%
COc1ccc(C(=O)N2CCCn3nc(CCC(=O)NC4CC4)cc3C2)o1	2%
Cc1cc(NC(=O)CSc2ncc(C(=O)Nc3ccccc3)c(=O)n2C)no1	22%
CCn1c(-c2ccccc2)nn(CC(=O)N(C)C(C)c2ccon2)c1=O (stereo not drawn)	24%
O=C(NCC(c1ccc2c(c1)OCO2)N1CCN(c2ccc(F)cc2)CC1)c1cccc([N+](=O)[O-])c1 (stereo not drawn)	-16%
COc1ccc(-n2c(/C=C/c3cccc4ccccc34)nc3ccccc3c2=O)cc1OC	4%
CCOC(=O)N1CCc2c(sc(NCc3cccc(F)c3)c2C(=O)Nc2ccccc2OCC)C1	4.5µM*
O=C(Cc1ccccc1)N1CCCC2(CC(c3ccccn3)=NO2)C1 (stereo not drawn)	?
Cc1cccc(OCC(=O)NC(Cc2c[nH]c3ccccc23)C(=O)O)c1C (stereo not drawn)	i
CN(CC1CCOCC1)C(=O)c1ccc(Br)o1	-18%
CC(=O)N1Cc2ccccc2CC2(CCN(CC3CCCC3)CC2)C1	-26%
CCc1ccc(NC(=O)c2ccc3c(c2)N(CC)C2CCCCCN2C3=O)cc1 (stereo not drawn)	-8%
Cc1cc(C)cc(NC(=O)c2oc3ccc4c(c3c2C)C(=O)CC(C)(C)O4)c1	i
O=C(COCc1cc(-c2cccs2)on1)Nc1cc(C(F)(F)F)ccc1Cl	39%[activator]
CCc1ccc(-c2nc(CS(=O)CC(=O)NCCc3ccc(C)cc3)c(C)o2)cc1 (stereo not drawn)	i
CC(=O)c1ccc(N2CCN(S(=O)(=O)c3c(C)nc4sc(C)cn4c3=O)CC2)cc1	-9%
CCCOc1ccc(C(=O)Nc2ccc(NC(=O)c3ccccc3)c(C)c2)cc1	5%
Nc1c(-c2nc(-c3cccs3)no2)nnn1-c1ccc(Cl)cc1	52%[activator][5.79 µM]
CC1(C)[C@H]2CC[C@@H](CN[S+](=O)([O-])c3ccccc3)[C@@H]1C2	11µM*
O=C(CCCc1ccccc1)N1CC2CC(C1)[C@H]1CCCC(=O)N1C2 (stereo partly drawn)	-8%
CCNC(=O)N(C1CC1)C1CCOC2(CCN(C(=O)CC3CCCC3)CC2)C1 (stereo not drawn)	-8%
CCCCOC(=O)c1ccc(NC(=O)c2cc(-c3ccccc3)on2)cc1	16%
COC(=O)N1CCCc2cc(S(=O)(=O)NCc3ccccc3)ccc21	21%
N#Cc1ccc(C(=O)N2C[C@@H](COc3ccccc3)[C@H](C(N)=O)C2)cc1	i
Cc1cc(NC(=O)Cn2ccn3nc(-c4ccccc4)c(CO)c3c2=O)n[nH]1	3%
Cc1nc(C)n(CCCNC(=O)C2CCN(C(=O)C3CCC3)CC2)n1	-4%
COCC1CN(C(=O)CCc2ccccc2OC)CC12CCNCC2 (stereo not drawn)	8%
COc1cccc(Nc2ncc(-c3c(C)noc3C)c3c2OCC3)c1	5%[44.1 µM]
COc1ncccc1-c1cnc2[nH]cc(CC(=O)Nc3ccncc3)c2c1	i
CC1(c2cccnc2)N(CC2CC2)C(=O)OC12CCN(C(=O)c1ccc(Oc3ccccc3)cc1)CC2 (stereo not drawn)	?
CC(C)c1ccc(NC(=O)N2CCc3[nH]c4ccc(F)cc4c3C2)cc1	?
C=CCNC(=O)N[C@H]1[C@H](O)[C@@H](Oc2ccccc2)[C@@H]2OC[C@H]1O2	22%[44.1 µM]
O=C(O)C[C@@H]1CCN(S(=O)(=O)c2cccs2)C[C@@H]1CC1=NCCc2ccccc21	i
COc1ccc(-c2cc(OC(=O)c3ccc(F)cc3)c3c(C)oc(C)c3c(=O)c2)cc1OC	10µM*
CCOc1ccc(C2CC(=O)NC(NC(=O)c3cccc(Cl)c3)=N2)cc1 (stereo not drawn)	27%
Cc1noc(C)c1[S+](=O)([O-])N1CC2(C1)NC(=O)c1ccccc1O2	i
COc1ccccc1CCC(=O)N1CCCC(c2[nH]ccc2C(N)=O)C1 (stereo not drawn)	-12%
Cc1cc(CNC(=O)c2ccc3c(c2)n(CC2CC2)c(=O)n3C2CCCCC2)on1	i
Cc1cccc(NC(=O)c2c(N)sc3c2CCC(C)C3)c1 (stereo not drawn)	?
Cc1ccc(-n2cccc2CC(=O)NCc2ccc3c(c2)OCO3)cc1	i

Additional structures follow:
SMILES	Pf Dd2 growth
COc1cccc(NC(=O)CCc2nc(-c3ccc(C(C)(C)C)cc3)no2)c1	?
COc1ccccc1CN1CCC2(CC1)COCCN2C(=O)OCc1ccccc1	-7%[44.1 µM]
COCCNC(=O)[C@@H]1C[C@H](Oc2ccccc2)CN1S(=O)(=O)c1c(C)noc1C	?
Cc1cccc(-c2nc3nc(C)cc(NCc4ccccc4Cl)n3n2)c1	i
COC[C@H]1CCCN1[C@@H]1[C@H](O)[C@H](CO)O[C@@H]1CNC(=O)Nc1cccc(Cl)c1	i
O=C(CCc1nnn2c1CN(C(=O)c1ccccc1F)CC2)NC1CC1	6%
O=C1CCN(S(=O)(=O)c2ccccc2)CCCN(Cc2ccccn2)CCN1	i
Cc1ccc(C(=O)N[C@H]2CO[C@H]3[C@@H]2OC[C@H]3OC(=O)Nc2ccccc2)cc1	-4%[44.1 µM]
CN(C)c1cccc(C(=O)NC2CCN(c3cc(-c4ccccc4)[nH]n3)C2)c1 (stereo not drawn)	?
NC(=O)c1cccc(-c2n[nH]c3c2CC(=O)N(CCOc2ccccc2)C3)c1	4%[44.1 µM]
O=C(Cc1c[nH]c2ccccc12)N1CCCN(c2cc(-c3ccc(Cl)cc3)[nH]n2)CC1	-27%
CCc1ccc(Sc2cc(C(=O)NCCCN3CCCC(C)C3)c3ccccc3n2)cc1 (stereo not drawn)	?
COc1cccc(CNS(=O)(=O)c2cc3c(cc2C)n(C)c(=O)c(=O)n3C)c1	34%[activator]
CCOC(=O)c1ccc(N2C(=O)c3n[nH]c(C)c3C2c2ccc(C(C)C)cc2)cc1 (stereo not drawn)	-19%
CSc1ncc(C(=O)N2CCN(c3cc(C)ccc3C)CC2)c(C)n1	16%
COc1ccc(-c2cc3ccc(O)c(CN4CCCC4)c3oc2=O)cc1	5.6µM*
COCCN1CCCCCC(O)c2cc(C(=O)N3CCN(c4ccccc4F)CC3)ccc21 (stereo not drawn)	?
N#Cc1ccccc1CN1CCc2nc(N3CCOCC3)[nH]c(=O)c2CC1	-17%[5.79 µM]
CCOCCCNC(=O)C(c1ccc(C)cc1)N(Cc1ccc2c(c1)OCO2)C(=O)c1ccc(NC(C)=O)cc1 (stereo not drawn)	-28%
COc1cccc([S+](=O)([O-])N2CCC3(CC2)NC(=O)c2ccccc2O3)c1	i

A draw from above in order of heavy-atom count, descending.
SMILES	Pf Dd2 growth
CCOCCCNC(=O)C(c1ccc(C)cc1)N(Cc1ccc2c(c1)OCO2)C(=O)c1ccc(NC(C)=O)cc1 (stereo not drawn)	-28%
COCCN1CCCCCC(O)c2cc(C(=O)N3CCN(c4ccccc4F)CC3)ccc21 (stereo not drawn)	?
CCc1ccc(Sc2cc(C(=O)NCCCN3CCCC(C)C3)c3ccccc3n2)cc1 (stereo not drawn)	?
CCOC(=O)c1ccc(N2C(=O)c3n[nH]c(C)c3C2c2ccc(C(C)C)cc2)cc1 (stereo not drawn)	-19%
CSc1ncc(C(=O)N2CCN(c3cc(C)ccc3C)CC2)c(C)n1	16%

(next part)
| structure | Pf Dd2 growth |
| --- | --- |
| Cc1ccc(-c2nnc(Nc3ccc(OC(F)(F)Cl)cc3)c3ccccc23)cc1S(=O)(=O)NC(C)(C)CO | 13µM* |
| CCCOc1cccc(C(=O)N(Cc2ccc(C)o2)C2CCS(=O)(=O)C2)c1 (stereo not drawn) | i |
| O=C1CC(c2ccccc2)N(Cc2ccncc2)CCCN(C(=O)NCCc2ccccc2)CCN1 (stereo not drawn) | ? |
| Cc1cccc(CNC(=O)c2ccc(Cn3c(=O)c4cccn4c4cccnc43)cc2)c1 | 10% |
| COCC(=O)NC[C@H]1OC[C@@H](NCc2ccccc2F)[C@@H]1O | 1%[44.1 µM] |
| O=C(NCc1nnc2ccc(-c3ccc(F)cc3)nn12)c1ccc(F)cc1Cl | -3% |
| CCn1cnnc1CC1CCN(C(=O)c2ccc3cc[nH]c3c2)C1 (stereo not drawn) | i |
| Cc1nc(-c2cnccn2)n(CC(=O)Nc2cccc(F)c2)c(=O)c1C | -7% |
| COc1cccc(-c2nc(SCc3ccc(C)cc3)n3[nH]c(=O)cc3n2)c1 | i |
| CC(CCCC(C)(C)O)n1cnc(-c2ccccc2)c1-c1ccc(CO)o1 (stereo not drawn) | 0% |
| COc1cccc(C(=O)NCC2CCCN(Cc3nc4ccccc4[nH]3)C2)c1OC (stereo not drawn) | i |
| CCCCNc1ncc(C(=O)O)c(COC)n1 | i |
| Cc1noc([C@@H]2CN(Cc3ccccc3C)C[C@H]2CO)n1 | 39% |
| CCOc1ccccc1C1NC(=O)N(CC(=O)Nc2ccc(CC)cc2)C2=C1C(=O)OC2 (stereo not drawn) | i |
| CCc1nc(-c2c3n(c(=O)n(CC(=O)OC)c2=O)CCCC3)no1 | 12% |
| CC1Cc2cc(C(=O)N3CCC4(CCC(=O)N(C)C4)CC3)ccc2O1 (stereo not drawn) | 3% |
| COc1cc(OC)cc(-n2nnc(-c3nc(-c4ccccc4Cl)no3)c2N)c1 | 14% |
| COC(=O)C1=C(C)N(Cc2cc(F)cc(F)c2)C(=O)CC1c1ccccc1Cl (stereo not drawn) | i |
| COc1ccc(NC(=O)CCCn2c(=O)c3cccn3c3cccnc32)cc1Cl | -1% |
| Cc1csc(Nc2ccc3c(n2)CN(Cc2ccccc2C)C(=O)CO3)n1 | ? |

Looked up by compound from the list above, 7 records:
| structure | Pf Dd2 growth |
| --- | --- |
| COc1cc(OC)cc(-n2nnc(-c3nc(-c4ccccc4Cl)no3)c2N)c1 | 14% |
| CCc1nc(-c2c3n(c(=O)n(CC(=O)OC)c2=O)CCCC3)no1 | 12% |
| COC(=O)C1=C(C)N(Cc2cc(F)cc(F)c2)C(=O)CC1c1ccccc1Cl (stereo not drawn) | i |
| COc1cccc(C(=O)NCC2CCCN(Cc3nc4ccccc4[nH]3)C2)c1OC (stereo not drawn) | i |
| Cc1csc(Nc2ccc3c(n2)CN(Cc2ccccc2C)C(=O)CO3)n1 | ? |
| COc1ccc(NC(=O)CCCn2c(=O)c3cccn3c3cccnc32)cc1Cl | -1% |
| CCCCNc1ncc(C(=O)O)c(COC)n1 | i |

More results.
| structure | Pf Dd2 growth |
| --- | --- |
| Cc1nnc(CN(C)c2ccc(-c3nc(-c4cccc(Cl)c4)no3)cn2)o1 | i |
| O=c1c2c(CO)c(-c3ccccc3)nn2ccn1Cc1cccc(F)c1 | i |
| Cc1ccccc1CNC(=O)C1CCCN(Cc2cccnc2)CCC(=O)NCC1 (stereo not drawn) | -20% |
| CCCCOc1ccc(C(=O)N(Cc2ccco2)Cc2ccco2)cc1 | -26% |
| COc1ccc(C(=O)N2CCC3(CC2)OC(=O)N(Cc2ccc(O)cc2)C3(C)c2ccccc2)cn1 (stereo not drawn) | ? |
| CCOc1ccccc1NC(=O)CCc1c(C)nc2c3cccnc3nn2c1C | ? |
| CCN(C(=O)c1cn(C)c(=O)c2ccccc12)c1cccc(C)c1 | ? |
| CC1(C(=O)N2CCCC2)CCCc2cnc(Nc3ccccc3)nc21 (stereo not drawn) | -5%[44.1 µM] |
| COC(=O)[C@H](NC(=O)C1=C[C@@H](NC(=O)c2ccc(SC)cc2OC)[C@@H](O)[C@H](O)C1)C(C)C | 0% |
| COCC(=O)N[C@@H]1CN(Cc2ccc(C)cn2)C[C@H]1CO | i |
| CCN(CC)CC(C)NC(C)C (stereo not drawn) | -7%[76.6 µM] |
| Cc1ccc(-c2ccc3nnc(CNC(=O)c4cc(Cl)ccc4F)n3n2)cc1 | -16% |
| COC1C(=O)N(C2CCN(C(=O)c3sc(C)nc3C)CC2)C12CCOCC2 (stereo not drawn) | -5% |
| O=C(c1ccc2nc(-c3ccc(F)cc3)cn2c1)N1CCSCC1 | 8% |
| Cc1noc([C@@H]2CN(C3CCCCCC3)C[C@H]2CO)n1 | ? |
| CC(=O)Nc1ccccc1-c1c(C)nn2c1N(C(=O)Cc1cccc(Cl)c1)CCC2 | ? |
| COC(=O)C1=C(C)N=C2SC=C(CC(=O)NCC3CCCO3)N2C1c1ccccc1OC (stereo not drawn) | -3% |
| COCC1CN(S(=O)(=O)c2ccc(C)c(F)c2)CC12CCNCC2 (stereo not drawn) | ? |
| CCn1nc2n(c1=O)CCN(Cc1cc(C)ccc1C)C2=O | 45%[activator] |
| COc1ccc(C(=O)N2CCN(c3cc(C(F)(F)F)ncn3)CC2)cc1F | -13% |
| COc1ccc(C)cc1NC(=O)N1CCCC2(C1)Nc1cccnc1NC2=NC1CCCC1 (stereo not drawn) | 1.3µM* |
| CCC(=O)N(C1CCOCC1)C1CCN(Cc2cc(F)c(F)c(F)c2)CC1 | ? |
